Screening data: PubChem, several laboratories
TRPML3 ag: activates the human TRPML3 channel; Q8TDD5; HEK293 TRPML3-YFP, Fluo-8 calcium fluorescence; 100% = the carbachol control signal; activation, % at 3 µM; 0.29% of 220,000 active;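 active = activation above its plate's cutoff, the mean activation of the plate's test wells plus 3 SD, cut at about 12% in these data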;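 note: 0% = DMSO only wells and 100% = carbachol wells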
Target sequence (Q8TDD5 whole entry, looked up): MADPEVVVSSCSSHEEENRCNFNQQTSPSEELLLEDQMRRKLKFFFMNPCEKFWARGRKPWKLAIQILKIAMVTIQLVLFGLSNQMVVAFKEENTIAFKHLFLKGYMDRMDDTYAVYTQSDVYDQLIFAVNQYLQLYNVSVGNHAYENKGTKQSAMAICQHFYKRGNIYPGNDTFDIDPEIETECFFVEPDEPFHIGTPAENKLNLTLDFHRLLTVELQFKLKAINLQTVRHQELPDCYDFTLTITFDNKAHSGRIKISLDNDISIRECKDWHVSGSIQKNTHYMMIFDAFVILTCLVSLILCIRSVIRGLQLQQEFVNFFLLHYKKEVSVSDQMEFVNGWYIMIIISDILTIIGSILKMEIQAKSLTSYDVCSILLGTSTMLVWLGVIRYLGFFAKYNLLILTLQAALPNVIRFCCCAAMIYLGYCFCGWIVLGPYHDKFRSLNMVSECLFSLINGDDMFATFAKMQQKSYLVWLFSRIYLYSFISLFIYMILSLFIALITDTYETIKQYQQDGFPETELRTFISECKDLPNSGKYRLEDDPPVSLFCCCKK
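Material: HEK293 cells stably carrying human TRPML3-YFP; compound dosing: single dose, 3 µM final nominal compound, 0.3% DMSO final; incubation: 1-h 37 °C dye load, 5-s basal, 120-s post-compound reads; technique: Fluo-8 intracellular calcium fluorescence, excitation 470-495 nm, emission 515-575 nm; read-out basis: percent activation from peak-to-basal fluorescence ratio, scaled between DMSO and carbachol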
CHOP inhibitor: CHOP inhibition in unfolded protein response; CHO-K1 CHOP-promoter luciferase, tunicamycin-induced, 15-18 h; inhibition, % at 10 µM; 3.8% of 220,000 active; AID 2732;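 active = compounds that reduced the stress-induced luciferase reporter signal by more than about 70% of percent inhibition, limit read from the data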;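 note: 0% = tunicamycin plus vehicle and 100% = wells without tunicamycin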
EBV gp42 inh: blocks Epstein-Barr virus glycoprotein 42 binding; Q1HVG2; Fluorescence polarization binding assay, mP read-out; inhibition, % (tested at 21.74 µM); 0.42% of 220,000 active; AID 1085; in the data active = inhibition above about 50%
Runt-SMMHC FRET: inhibitors of human RUNX1 Runt domain binding to CBFb-SMMHC. Q01196+Q13951. Cerulean-Runt/Venus-CBFb-SMMHC FRET ratio 530/480, 1 h. inhibition, % at 20 µM. 0.74% of 220,000 active. AID 1434;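 active = mean inhibition across duplicate retests at 20 µM reaching about 50%, limit read from the data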;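 note: 0% = DMSO wells and 100% = wells with excess untagged CBFb-SMMHC; inhibitors lower the FRET ratio by blocking Runt binding to CBFb-SMMHC; some results filed as inactive read as strong as hits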
NCF1 inh: blocks human p47phox regulatory protein of NADPH oxidases; P14598; p47phox/p22phox peptide binding, fluorescence polarization, 2 h; inhibition, % at 24.7 µM; 0.53% of 220,000 active; AID 1274;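 active = inhibition above about 30%, limit read from the data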;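 note: 0% = p47phox with labelled peptide and 100% = labelled peptide alone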
PPC-1+TRAIL kill: compounds killing PPC-1 cancer cells with TRAIL present (potentiator screen, no TRAIL-free arm) | PPC-1 cells + TRAIL, ATPLite viability luminescence | 0.41% of 220,000 active | cell killing (% activity), % at 4 µM;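 active = cell killing above 50% in the first pass at 4 µM, then a duplicate retest at 5 µM averaging 50% or more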;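 note: plate controls were cells with TRAIL plus DMSO for no effect and medium-only wells lacking cells for full effect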
MDM2 E3 inh: inhibitors of human Mdm2 E3 ubiquitin ligase; cell-based MDM2 ubiquitination luciferase reporter, 2 h; 0 = plate control, 100 = twice control, blank-subtracted; signal enhancement, % at 5 µM; 0.11% of 210,000 active; AID 1230;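 active = signal enhancement of 30% or more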;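 note: luminescence tracks abundance of the self-degrading MDM2-luciferase fusion protein; higher signal means inhibition of MDM2 E3 ligase activity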
Target sequence (Q00987 whole entry, looked up, the tested form may be a part): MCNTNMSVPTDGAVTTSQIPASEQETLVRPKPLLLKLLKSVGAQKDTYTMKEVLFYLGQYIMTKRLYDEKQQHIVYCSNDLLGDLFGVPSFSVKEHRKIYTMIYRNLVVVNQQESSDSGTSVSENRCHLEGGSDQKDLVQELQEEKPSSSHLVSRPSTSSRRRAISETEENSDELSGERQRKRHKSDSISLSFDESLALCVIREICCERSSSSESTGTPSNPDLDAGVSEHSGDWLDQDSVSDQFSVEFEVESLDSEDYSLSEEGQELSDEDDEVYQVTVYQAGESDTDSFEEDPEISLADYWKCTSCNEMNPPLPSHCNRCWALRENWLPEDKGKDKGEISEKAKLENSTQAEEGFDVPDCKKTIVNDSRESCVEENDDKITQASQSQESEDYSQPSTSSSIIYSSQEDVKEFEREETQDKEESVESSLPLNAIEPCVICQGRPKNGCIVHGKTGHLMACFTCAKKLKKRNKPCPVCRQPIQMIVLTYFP
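Assay system: mammalian cells stably expressing self-ubiquitinating, self-degrading MDM2 E3–luciferase fusion. Quantity: 2000 cells in each well. Medium: DMEM culture medium. Compound dosing: single-point 5 µM. Timing: cell settling 4 h, compound treatment 2 h, both 37 °C. Technique: luciferase luminescence. Read-out basis: percent signal gain over controls, blank-subtracted. Benchmarks: plate controls and plate blanks.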
zfTRPN1 agonist: zebrafish TRPN1 (NompC) channel agonism. 0.18% of 220,000 active. AID 1424. activation, % at 3 µM. HEK293 zebrafish TRPN1-YFP, Fluo-8 calcium fluorescence; 100% = response to 87 µM carbachol;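 active = activation above its plate's cutoff, the mean activation of test wells on that plate plus 3 SD, cut at about 19% in these data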;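 note: 0% = DMSO alone and 100% = 87 µM carbachol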
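System: zebrafish TRPN1-YFP in HEK293 cells / Dosing: 3 µM single point / Timing: dye loading 1 h at 37 °C, then 30 min room temperature / Signal: Fluo-8 calcium fluorescence, excitation 470-495 nm, emission 515-575 nm / Read-out basis: percent activation from peak over basal fluorescence ratio, control-normalized / Control set: high carbachol 87 µM, low DMSO alone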
TNF death inh: TNF-alpha cell death inhibition in Jurkat FADD-/- cells. activation (protection from cell death), % at 10 µM. 0.068% of 220,000 active. Jurkat FADD-/- TNF necroptosis rescue, ATP luminescence, 24 h; 0 = TNF only, 100 = no-TNF cells;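 active = activation, meaning protection from cell death, of at least 50% relative to plate controls; inactive = activation below 50%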;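 note: necroptosis triggered by 40 ng/mL TNF-alpha added together with compound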
Starred values were filed as active, the others as inactive; . = no result given; [ ] = dose if it differs, or a comment.

SMILES	TRPML3 ag	CHOP inhibitor	EBV gp42 inh	Runt-SMMHC FRET	NCF1 inh	PPC-1+TRAIL kill	MDM2 E3 inh	zfTRPN1 agonist	TNF death inh
C=CCNC(=O)c1ccc(C)cc1Cl	-0.3	25	-3	0	-7	-6	-15	0.7	0.8
Cc1cc(S(=O)(=O)N2CCCC2)ccc1OCC(=O)N1CCOCC1	0.6	0	1	2	-3	11	-10	-0.9	0.4
CNC(=O)C1C(=S)NC(N)=C(C#N)C1c1ccccc1 (centres undefined)	0.0	-24	-5	46	-5	10	-12	-0.7	-4.3
O=C(COc1ccc(Cl)cc1)NCc1nnc(SCC(=O)NCc2ccc3c(c2)OCO3)o1	0.3	17	-10	-91	-6	-18	7	0.9	-0.5
CCOC(=O)c1nnn(-c2nonc2N)c1-c1ccc(C)cc1	-0.7	16	10	1	-5	10	-9	-1.9	-0.2
FC(F)(F)c1ccc(Oc2ccc3cc(Br)ccc3c2)nc1	0.8	45	-12	-6	-24	-15	-7	-0.6	1.5
N#Cc1cccc(C#N)c1Oc1ccc(N)cc1	1.1	-4	-9	-2	-10	-6	1	1.5	3.9
CCOc1ccc(CSC(=N)N)cc1Cl	1.3	10	-9	-2	-13	4	-28	2.5	-1.2
Cc1ccc(NC(=O)/C=C/c2ccc([N+](=O)[O-])s2)c(C)c1	0.0	19	1	-1	-12	-6	22	-0.5	-5.9
CCN(CC)S(=O)(=O)c1cc(OC)c(Cl)cc1Cl	0.1	49	-6	-3	5	16	-10	-2.1	-3.5
COCCN=c1scc(-c2cccs2)n1/N=C(\C)c1ccco1	0.1	14	-8	-7	-17	14	-9	0.3	-2.3
CCOC(=O)N1CCN(C(=O)c2cc3cc(Br)ccc3oc2=O)CC1	-0.1	15	0	0	-1	5	-17	1.0	0.1
COc1ccc(-c2[nH]ncc2CN(C)CCc2c(C)n[nH]c2C)c(F)c1	0.9	-15	-24	0	-1	20	5	0.9	1.6
CCOC(=O)c1cn[nH]c1N	0.0	-25	-9	0	-10	7	13	0.8	1.0
COc1cc(NC(=O)CSc2nc3ccccc3n2-c2ccccc2)c(C)cc1[N+](=O)[O-]	-0.9	17	-10	0	-30	17	9	-0.7	2.3
C/C(N)=C(/C#N)C(=O)CSc1nnc(Nc2ccccc2)s1	2.3	-22	124*	2	-15	10	10	0.8	1.2
CC1CCC2C(=O)N(c3ccc(NC4CCN(Cc5ccccc5)CC4)c([N+](=O)[O-])c3)C(=O)C2C1 (centres undefined)	0.6	49	-22	-3	-6	8	8	-0.5	2.5
COC(=O)c1nc(NC(=O)c2ccc(Br)cc2)n[nH]1	-0.5	2	0	2	-16	23	-18	0.6	-1.4
O=S(=O)(c1ccc(C2CCCCC2)cc1)N1CCN(c2ncccn2)CC1	-0.5	8	-3	-2	-38	10	8	-1.8	2.0
C[C@@H]1C[C@@H]2OC(=O)[C@]3(C)[C@H]2[C@@H](OC3(C)O)[C@]2(C)C(=O)C=C[C@H]12 (some centres undefined)	.	-47	-6	2	-8	2	-3	.	-4.6
Cc1c(C(=O)O)cccc1-c1ccc(C=O)o1	0.5	12	-16	-5	-12	12	-7	0.8	1.0
NS(=O)(=O)c1ccc(CCNC(=O)CN2CCCCCC2)cc1	1.2	-15	-18	0	-4	6	-9	0.4	-0.1
N#Cc1c(F)cccc1N1CCOCC1	0.2	.	.	-9	.	10	-21	-0.2	0.5
CCOc1cc(/C=C2/NC(=O)N(CC(=O)OC)C2=O)ccc1OC	1.3	3	-2	2	-14	4	-3	1.7	1.3
CCOc1cccc(OCCCCN2CCOCC2)c1	-0.6	16	-7	1	-7	24	-9	-0.5	0.7
CCOC(=O)C(=CNCC(=O)OC)C(=O)OCC	0.4	1	-10	2	-9	21	0	0.0	-2.1
CCOC(=O)C1=C(CNC2CCCCC2)NC(=O)NC1c1cc(C)ccc1C (centres undefined)	-0.2	61	-9	3	-22	9	2	-0.7	-0.1
CCN=C1Sc2nc3ccc(OCC)cc3cc2CN1CCOC	0.8	12	6	-4	-12	9	-3	-0.3	-2.2
CCN(CC)S(=O)(=O)c1cc(C(=O)N(C)CC(=O)Nc2ccc(Cl)cc2)ccc1Cl	1.1	23	-2	6	-8	17	11	2.0	5.3
CCn1c(/C=C/N(C(C)=O)c2ccccc2)[n+](CC)c2ccc(Cl)cc21	-0.1	10	-74	-2	-15	12	.	3.1	0.4

Part of the list above in order of molar mass, low to high:
SMILES	TRPML3 ag	CHOP inhibitor	EBV gp42 inh	Runt-SMMHC FRET	NCF1 inh	PPC-1+TRAIL kill	MDM2 E3 inh	zfTRPN1 agonist	TNF death inh
CCOC(=O)c1cn[nH]c1N	0.0	-25	-9	0	-10	7	13	0.8	1.0
N#Cc1c(F)cccc1N1CCOCC1	0.2	.	.	-9	.	10	-21	-0.2	0.5
N#Cc1cccc(C#N)c1Oc1ccc(N)cc1	1.1	-4	-9	-2	-10	-6	1	1.5	3.9
CCOc1ccc(CSC(=N)N)cc1Cl	1.3	10	-9	-2	-13	4	-28	2.5	-1.2
CNC(=O)C1C(=S)NC(N)=C(C#N)C1c1ccccc1 (centres undefined)	0.0	-24	-5	46	-5	10	-12	-0.7	-4.3
C[C@@H]1C[C@@H]2OC(=O)[C@]3(C)[C@H]2[C@@H](OC3(C)O)[C@]2(C)C(=O)C=C[C@H]12 (some centres undefined)	.	-47	-6	2	-8	2	-3	.	-4.6
COC(=O)c1nc(NC(=O)c2ccc(Br)cc2)n[nH]1	-0.5	2	0	2	-16	23	-18	0.6	-1.4
CCN=C1Sc2nc3ccc(OCC)cc3cc2CN1CCOC	0.8	12	6	-4	-12	9	-3	-0.3	-2.2
COCCN=c1scc(-c2cccs2)n1/N=C(\C)c1ccco1	0.1	14	-8	-7	-17	14	-9	0.3	-2.3
Cc1cc(S(=O)(=O)N2CCCC2)ccc1OCC(=O)N1CCOCC1	0.6	0	1	2	-3	11	-10	-0.9	0.4
CCOC(=O)C1=C(CNC2CCCCC2)NC(=O)NC1c1cc(C)ccc1C (centres undefined)	-0.2	61	-9	3	-22	9	2	-0.7	-0.1
CC1CCC2C(=O)N(c3ccc(NC4CCN(Cc5ccccc5)CC4)c([N+](=O)[O-])c3)C(=O)C2C1 (centres undefined)	0.6	49	-22	-3	-6	8	8	-0.5	2.5

Other compounds.
SMILES	TRPML3 ag	CHOP inhibitor	EBV gp42 inh	Runt-SMMHC FRET	NCF1 inh	PPC-1+TRAIL kill	MDM2 E3 inh	zfTRPN1 agonist	TNF death inh
Nc1nc(-c2cccc(F)c2)cs1	0.1	4	-9	.	-4	.	-4	0.0	-1.3
O=C(O)CCCNC(=O)c1cncc(Br)c1	0.4	-28	2	4	0	-20	-14	2.0	0.3
Cc1ccsc1-c1n[nH]c(=S)n1C1CCCCC1	-0.3	21	15	-1	15	4	6	-3.1	2.0
Cc1c(C(=O)N(Cc2cccs2)C2CCS(=O)(=O)C2)oc2ccccc12 (centres undefined)	-0.1	-2	-14	2	5	14	-22	-0.2	-5.7
Cc1ccc(S(=O)(=O)Nc2cccc(/C=C/C(=O)O)c2)cc1	0.3	-15	-10	2	-3	10	-10	0.2	-1.1
Cc1ccc(N(C(C)C(=O)O)S(=O)(=O)c2cccnc2)cc1 (centres undefined)	.	2	-6	-4	-6	13	-3	.	0.5
Cc1cc(=O)oc2cc(OCC(=O)OCC(=O)NC(=O)NC(C)C)ccc12	1.1	7	-1	4	5	33	-3	1.3	1.3
Cc1ccc(NC(=O)Nc2nnc(CSCCOc3ccc(Cl)cc3)s2)cc1	1.0	41	-25	5	-31	19	11	1.1	2.3
Cc1ccc2c(Cl)c(C(=O)NCCc3ccccc3)sc2c1	0.3	9	-21	2	-12	27	1	-1.2	0.0
O=C(O)C1CC=CCC1C(=O)NNc1c(Cl)cc(Cl)cc1Cl (centres undefined)	0.8	11	-7	1	-2	6	-14	0.5	-0.1
COC(=O)c1cccc(N(C(=O)c2cnccn2)C(C(=O)NCc2ccccc2)c2ccco2)c1 (centres undefined)	0.8	1	3	2	-1	14	3	0.3	-1.7
COCc1cc(=O)[nH]c(SC)n1	0.7	-5	-9	0	9	-2	-8	2.0	1.1
Cc1ccc(-n2c(SCC(=O)N/N=C/C=C/c3ccccc3[N+](=O)[O-])nc3ccccc3c2=O)cc1	0.8	-11	-10	-4	-14	3	0	1.8	0.3
CC1CCN(CCC(=O)Nc2ccccc2)CC1	-0.7	-9	-13	1	-10	29	-15	-0.7	-0.1
Cc1ccc(S(=O)(=O)N2CCN(CC(=O)N(CC(C)C)c3c(N)n(CC(C)C)c(=O)[nH]c3=O)CC2)c(C)c1	0.8	-26	-24	14	-12	4	0	-0.6	0.5
CCCN1C2CCCC1CC(NC(=O)c1ccccc1)C2 (centres undefined)	-0.3	13	17	-1	-2	37	-17	-1.3	0.7
N#Cc1cnn2c3c(cnc12)C(=O)N1CCc2ccccc2C1C3 (centres undefined)	-0.1	-20	-13	86*	-4	19	-4	1.6	0.0
CN(C)c1ccc(/C=C2\SC(=O)N(CCc3nnc(N)s3)C2=O)cc1	0.4	100*	-43	-147	-137	65*[5 µM]	.	3.4	-0.9
COc1cc2ccccc2cc1C(=O)NC(=S)Nc1cccc(C(=O)O)c1C	0.5	4	-4	-6	21	-7	-16	-1.3	3.3
CC(=O)N1CCCc2cc(S(=O)(=O)Nc3ccc(C)cc3C)ccc21	0.3	-29	-13	8	-4	12	-16	1.3	-1.3
CCOC(=O)C1=C(C)NC(=O)NC1c1ccc(-c2ccccc2F)o1 (centres undefined)	-0.3	39	-14	20	-38	1	0	-0.8	3.8
CCOC(=O)CSc1nc(N2CCOCC2)c2c(c1C#N)CC(C)(C)N(C)C2	0.1	32	-13	84*	-3	-16	-10	0.9	-1.1
